Neddylation inh – inhibitors of human cullin neddylation; TR-FRET cullin neddylation, biochemical; 0.58% of 360,000 active; P61081+Q13564; calls only at 25 µM; in the data active means inhibition above about 36%
STEP inh – STEP (human) phosphatase inhibition. AID 588621. P54829. 0.25% of 360,000 active. recombinant STEP, OMFP fluorogenic substrate, fluorescence. inhibition, % at 20 µM;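 active means inhibition at 20 µM, scaled per plate between control wells, above about 37%, limit read from the data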;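 further: 0% = DMSO with enzyme and substrate and 100% = substrate only without enzyme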
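Material: STEP (striatal-enriched tyrosine phosphatase) enzyme, cell-free | Medium: 50 mM Bis-Tris pH 6.0 with 2.5 mM DTT and 0.005% Tween 20 | Read-out: Percent inhibition scaled to no-enzyme and uninhibited-enzyme controls, plate-pattern corrected | Signal: Fluorescence read at 480 nm ex / 540 nm em | Times: 20 min reaction, room temperature, in the dark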
TbMetRS inhib – Trypanosoma brucei MetRS inhibition; purified T. brucei MetRS, ATP depletion, Kinase-Glo luminescence; inhibition, % at 11.9 µM; 0.4% of 360,000 active;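 active means inhibition above a per-plate cutoff of the control wells' mean inhibition plus 3 SD, cut at about 5.5% in these data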;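 further: 0% = DMSO wells median and 100% = median of wells with control inhibitor compound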
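assay system = parasite MetRS enzyme | timing = 15 min preincubation, 2 h reaction, all 25 °C | evaluation = percent inhibition relative to median high and low control wells | medium = HEPES buffer containing pyrophosphatase, BSA, spermine, DTT | compound = single dose, 11.9 µM final nominal, 0.9% final DMSO | detection = Kinase-Glo luminescence, ATP depletion format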
Scp1 inh – inhibitors of human Scp-1 phosphatase; Q9GZU7; Recombinant Scp1, phosphopeptide, malachite green phosphate absorbance; inhibition, % at 20 µM; 0.88% of 340,000 active;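 active means inhibition above about 50% at 20 µM, limit read from the data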;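 further: plate controls were DMSO wells with enzyme for no effect and wells lacking enzyme for full effect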
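assay system = SCP-1 phosphatase catalytic domain, residues 76-261 | buffer or medium = 50 mM Tris acetate pH 5.5, 0.005% Tween-20, 10 mM MgCl2 | incubation = enzyme reaction 45 min at room temperature, colour 5 min, stabilisation 30 min | signal = Phosphate-binding colour reagent, absorbance read at 630 nm | measure = % inhibition at 20 µM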
CendR NRP1 mod – NRP-1/CendR interaction modulation | O14786 | FAM-RPARPAR peptide binding to NRP-1, fluorescence polarization | inhibition, % at 25 µM | 0.85% of 360,000 active | AID 602438;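 active means inhibition or corrected inhibition above about 18%, plus a signal ratio from 0.5 to 1.5, limit read from the data, passing the limit was not always enough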; further: strong numbers were not always called active
Target sequence (O14786 whole entry, looked up): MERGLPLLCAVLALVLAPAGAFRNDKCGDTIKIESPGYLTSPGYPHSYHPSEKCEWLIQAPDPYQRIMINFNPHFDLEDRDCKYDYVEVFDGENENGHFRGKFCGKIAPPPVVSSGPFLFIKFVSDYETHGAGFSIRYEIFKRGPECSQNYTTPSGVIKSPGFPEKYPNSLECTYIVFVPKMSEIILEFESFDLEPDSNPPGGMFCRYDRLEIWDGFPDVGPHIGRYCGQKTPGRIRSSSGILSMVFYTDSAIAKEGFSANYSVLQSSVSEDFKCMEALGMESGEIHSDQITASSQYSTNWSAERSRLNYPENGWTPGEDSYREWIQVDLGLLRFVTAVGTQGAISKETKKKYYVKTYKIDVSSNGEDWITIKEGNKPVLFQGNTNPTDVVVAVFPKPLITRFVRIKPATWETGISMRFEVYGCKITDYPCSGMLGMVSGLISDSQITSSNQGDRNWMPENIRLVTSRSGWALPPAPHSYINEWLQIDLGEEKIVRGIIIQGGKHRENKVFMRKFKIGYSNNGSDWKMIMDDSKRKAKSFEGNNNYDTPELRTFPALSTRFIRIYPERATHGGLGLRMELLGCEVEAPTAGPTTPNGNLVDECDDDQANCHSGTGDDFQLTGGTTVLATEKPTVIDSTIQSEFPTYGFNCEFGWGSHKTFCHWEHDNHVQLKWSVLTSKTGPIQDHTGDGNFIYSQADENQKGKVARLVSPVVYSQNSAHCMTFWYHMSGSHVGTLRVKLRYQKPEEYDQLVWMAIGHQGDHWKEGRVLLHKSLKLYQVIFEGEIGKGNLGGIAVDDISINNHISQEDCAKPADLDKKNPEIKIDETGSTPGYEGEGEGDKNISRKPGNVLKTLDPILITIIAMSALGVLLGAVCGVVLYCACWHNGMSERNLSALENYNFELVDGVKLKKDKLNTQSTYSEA
LMPTP block – LMPTP (human) inhibition; 0.22% of 360,000 active; inhibition, % at 20 µM; P24666; recombinant LMPTP-A, OMFP fluorogenic substrate, fluorescence intensity;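 active means compounds that cut the enzyme signal by at least half of the control window in the single-dose screen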;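 further: plate controls were DMSO wells with enzyme plus substrate for no effect and substrate without enzyme for full effect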
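Test system: LMPTP-A phosphatase enzyme. Amount: LMPTP-A at 0.625 nM final in the reaction. Reagent: OMFP substrate, 400 µM final. Times: 50 min at room temperature. Signal: endpoint fluorescence intensity from OMFP dephosphorylation. Read-out basis: % inhibition. Benchmarks: no-enzyme and uninhibited controls.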
DNMT1 block – inhibitors of human DNMT1; P26358; DNMT1 molecular beacon, Hinp1I cleavage, fluorescence; inhibition (reported as % activation of signal), % at 10 µM; 0.83% of 360,000 active; AID 588458; in the data active means inhibition above about 50%
SKN-1 inh – inhibitors of C. elegans SKN-1. C. elegans VP596 Pgst-4::GFP/RFP ratio, acrylamide-induced, 24 h. inhibition, % at 21.8 µM. 0.49% of 360,000 active;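 active means interference check ratio from 0.5 to 1.5 plus GFP to RFP signal ratio inhibition reaching or exceeding a fixed threshold, cut at about 30% in these data, passing the limit was not always enough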; further: some compounds called inactive have numbers as strong as hits
NadD inh – blocks S. aureus nicotinate mononucleotide adenylyltransferase. purified NadD enzyme, colorimetric absorbance read-out. inhibition, % at 20 µM. 0.78% of 360,000 active; in the data active means inhibition above about 26%; further: some compounds past the cut are filed as inactive
SUMO1-SIM PPI – SUMO1-SIM interaction modulation | P63165 | SUMO1 binding to a labelled peptide, TR-FRET, 1 h | inhibition, % at 20 µM | 0.33% of 360,000 active; in the data active means inhibition above about 37%
Target sequence (P63165 whole entry, looked up): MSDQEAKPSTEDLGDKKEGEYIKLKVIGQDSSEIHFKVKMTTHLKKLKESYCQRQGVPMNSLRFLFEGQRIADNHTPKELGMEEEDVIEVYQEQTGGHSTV
Starred values were filed as active, the others as inactive; i = inactive; · = not tested or not shown.

Neddylation inh | STEP inh | TbMetRS inhib | Scp1 inh | CendR NRP1 mod | LMPTP block | DNMT1 block | SKN-1 inh | NadD inh | SUMO1-SIM PPI | Structure
i | 1.8 | -0.4 | -7.5 | 1.0 | 1.9 | -3.9 | -1.2 | -2.2 | 0.3 | CCN(CC)S(=O)(=O)c1ccc(N2CCOCC2)c(NC(=O)COc2ccc(OC)cc2)c1
i | -3.5 | 0.2 | · | 3.7 | -1.9 | 2.4 | 5.6 | -5.2 | -1.5 | CCCCN1CC(N2CCN(Cc3ccccc3)CC2)CS1(=O)=O (centres undefined)
· | 1.5 | -0.2 | -1.3 | -1.3 | -0.4 | 1.6 | 12.2 | 2.6 | 0.7 | COc1ccc2c(CC(=O)NC(Cc3ccc(Cl)cc3)C(=O)O)cc(=O)oc2c1C (centres undefined)
i | -0.6 | -0.5 | -12.7 | 3.7 | -1.9 | -0.1 | -5.3 | -7.2 | -0.7 | COc1ccc(CCNC(=O)CN(c2ccccc2OC)S(=O)(=O)c2ccc(C)cc2)cc1
i | 3.3 | 0.3 | 0.7 | 7.4 | 1.1 | 3.0 | -11.4 | -3.5 | -8.4 | COc1ccc(CC(=O)NNS(=O)(=O)c2cccc([N+](=O)[O-])c2)cc1OC
i | 14.1 | -0.7 | -4.6 | 5.9 | 0.9 | -1.4 | 1.5 | 7.7 | -0.4 | CC(=O)c1c(C)n(-c2ccccc2)c2ccc(O)cc12
i | 15.3 | -0.1 | -6.5 | 2.7 | -1.9 | -1.7 | 9.9 | -2.5 | 3.0 | C/C(N)=C(/C#N)C(=O)COC(=O)CNS(=O)(=O)c1ccc(C)cc1
· | -0.2 | -0.1 | 2.0 | -9.5 | -0.8 | -6.6 | 1.4 | 9.4 | 3.4 | CC(C)(C)c1ccc(OC(=O)Nc2ccc(O)c(C(=O)O)c2)cc1

An excerpt from above in order of their number in STEP inh, low to high.
Neddylation inh | STEP inh | TbMetRS inhib | Scp1 inh | CendR NRP1 mod | LMPTP block | DNMT1 block | SKN-1 inh | NadD inh | SUMO1-SIM PPI | Structure
i | -3.5 | 0.2 | · | 3.7 | -1.9 | 2.4 | 5.6 | -5.2 | -1.5 | CCCCN1CC(N2CCN(Cc3ccccc3)CC2)CS1(=O)=O (centres undefined)
i | 3.3 | 0.3 | 0.7 | 7.4 | 1.1 | 3.0 | -11.4 | -3.5 | -8.4 | COc1ccc(CC(=O)NNS(=O)(=O)c2cccc([N+](=O)[O-])c2)cc1OC
i | 14.1 | -0.7 | -4.6 | 5.9 | 0.9 | -1.4 | 1.5 | 7.7 | -0.4 | CC(=O)c1c(C)n(-c2ccccc2)c2ccc(O)cc12
i | 15.3 | -0.1 | -6.5 | 2.7 | -1.9 | -1.7 | 9.9 | -2.5 | 3.0 | C/C(N)=C(/C#N)C(=O)COC(=O)CNS(=O)(=O)c1ccc(C)cc1

Other results:
Neddylation inh | STEP inh | TbMetRS inhib | Scp1 inh | CendR NRP1 mod | LMPTP block | DNMT1 block | SKN-1 inh | NadD inh | SUMO1-SIM PPI | Structure
i | -1.6 | -0.8 | -0.6 | 5.8 | 1.1 | -13.1 | -3.4 | 2.9 | -3.0 | CC(C)(C)c1ccc(C2CC2C(=O)N/N=C\c2ccc[nH]2)cc1 (centres undefined)
i | -4.2 | -1.2 | -4.0 | 1.7 | 0.4 | 2.3 | -13.1 | 4.4 | -24.8 | COCCNS(=O)(=O)c1ccc2c(c1)C(=O)c1cc(S(=O)(=O)NCCOC)ccc1-2
i | -1.4 | -0.1 | -2.2 | 4.1 | -2.0 | 1.0 | 6.1 | -8.4 | 0.7 | CCc1ccccc1N1C(=O)C2CC=CCC2C1=O (centres undefined)
i | 1.1 | -0.5 | -9.1 | -1.1 | 0.2 | 0.8 | -4.0 | -1.0 | 1.9 | Fc1ccc(-c2[nH]ncc2CN(CC2CCC2)CC2CCCO2)c(F)c1 (centres undefined)
i | -1.9 | 0.8 | -7.6 | -22.4 | 2.9 | -24.4 | 3.9 | 17.6 | 2.4 | Oc1nc(Nc2cccc(Cl)c2)sc1/C=C1\C=Nc2ccccc21
· | 1.4 | 0.1 | -1.1 | -0.5 | 0.7 | -5.3 | -1.2 | 0.8 | -3.8 | Cc1cccc2c1-c1sc(C(=O)Nc3cccnc3)cc1CO2
i | 3.4 | -0.2 | -1.2 | -5.4 | -1.8 | 0.9 | -3.5 | -3.2 | -1.8 | Cn1cccc1Cc1nnc(SCC(=O)NC2CCCC2)n1CCc1ccccc1
i | -4.3 | -0.1 | · | -8.1 | -0.2 | 4.3 | 4.5 | 4.4 | 6.0 | COc1ccc(S(=O)(=O)N(C)C[C@@H]2OCc3cnnn3CCCC(=O)N([C@H](C)CO)C[C@@H]2C)cc1
i | -1.7 | -0.6 | -8.9 | -6.2 | -0.7 | -1.6 | 6.5 | -0.9 | -0.4 | CCSc1nnc(NC(=O)CSc2nnc(C)c(=O)n2N)s1
i | 2.6 | 0.7 | -4.9 | -2.8 | -1.4 | 7.2 | 9.0 | -3.7 | -6.6 | CC1CCN(CC(=O)Nc2cc(C(F)(F)F)ccc2Cl)CC1
i | 0.5 | -0.2 | -0.8 | 4.0 | -0.4 | -2.3 | -9.4 | 1.5 | 3.6 | COc1ccc(C(C(=O)NC(C)(C)C)N(CCc2ccc(OC)c(OC)c2)C(=O)CCC(=O)Nc2cc(C)on2)cc1 (centres undefined)
i | 0.2 | -0.8 | 14.8 | -6.8 | -1.0 | -1.9 | -15.8 | 10.9 | -7.1 | CCCn1nc(NC(=O)CC(C)C)c2cc3ccccc3nc21
i | -3.2 | 0.1 | -4.7 | 6.6 | 2.5 | -0.4 | 6.3 | -6.1 | 7.1 | NC(N)=NS(=O)(=O)c1ccc(NC(=S)NC(=O)Cc2ccc(Cl)cc2)cc1
i | 0.1 | -0.3 | -6.0 | 10.1 | 0.9 | -1.2 | 11.1 | -9.1 | 3.2 | O=C(CN1C(=O)CSC1=O)N1CCCC(Nc2ccc(F)cc2)C1 (centres undefined)
i | 1.1 | 0.2 | -7.5 | 10.2 | -0.4 | 1.5 | -10.4 | -3.1 | -0.3 | O=C(Cc1cccc2ccccc12)Nc1c(F)cccc1F
i | -2.1 | -0.6 | -2.3 | -3.0 | -1.5 | 0.1 | -5.0 | -5.0 | -0.4 | COc1ccc(/C=N/NC(=O)CSc2n[nH]c(=O)[nH]c2=O)cc1
i | -2.4 | 0.4 | -3.4 | 0.0 | -0.9 | 0.1 | 14.2 | 0.5 | -15.5 | c1cnc2c(c1)ncc1cscc12
i | 3.0 | -0.7 | -4.4 | -3.6 | 1.1 | -18.1 | 4.4 | -4.0 | -6.8 | COc1ccc(NC(=O)C2CC(c3cc(OC)c(OC)c(OC)c3)=NO2)cc1OC (centres undefined)
i | 1.2 | 0.4 | -12.3 | 5.2 | -2.5 | -3.6 | -16.3 | -8.0 | -2.1 | CCCCC(c1nnnn1CCOC)N1CCN(c2cccc(OC)c2)CC1 (centres undefined)
i | 0.5 | 0.3 | -3.4 | 16.2 | -1.4 | -4.1 | 5.2 | 4.4 | -0.5 | CCOC(=O)c1nnc(-c2ccccc2)[nH]c1=O
i | -0.9 | -0.6 | 2.0 | 11.7 | 1.7 | 4.0 | 10.8 | 1.4 | 15.5 | CCOc1ccccc1N1CCN(C(=S)NCc2ccc(Cl)cc2)CC1
i | 0.3 | -0.1 | -0.6 | 11.7 | 4.1 | 3.2 | 7.2 | -3.2 | -15.0 | CC1Cc2ccccc2N1Cc1cccc([N+](=O)[O-])c1 (centres undefined)
i | -3.0 | -0.6 | -6.5 | -2.0 | -1.0 | 1.2 | 4.5 | 1.9 | 0.8 | Cc1cc(CNCc2c(C(=O)N3CCCCCCC3)nc3ccc(Cl)cn23)nn1C
i | -1.1 | 0.2 | -4.7 | -10.3 | -2.0 | 1.5 | 0.3 | -2.5 | 0.7 | O=C(O)C1CCCCC1C(=O)Nc1ccccn1 (centres undefined)
i | 1.9 | -0.1 | -4.7 | -3.4 | 0.0 | 0.3 | -3.3 | -0.7 | -2.6 | O=C(O)c1cc(O)ccc1-c1ccc(O)cc1
i | -4.0 | -1.3 | -5.2 | -2.0 | -0.5 | -1.8 | 8.4 | -3.2 | -0.6 | CC1CCN(CC(O)COCCC23CC4CC(CC(C4)C2)C3)CC1 (centres undefined)
· | -0.6 | -0.3 | 2.6 | -2.3 | 2.6 | -9.8 | 18.7 | -3.0 | -3.8 | CCOC(=O)c1[nH]c2ccc(OC)cc2c1NC(=O)CN1CCc2ccccc2C1
i | -0.2 | -0.6 | 0.6 | -0.5 | -1.2 | -1.5 | -5.1 | 0.7 | -0.6 | CCC(=O)NCCc1c[nH]c2ccccc12
i | -3.6 | · | -4.8 | 0.0 | -0.9 | -1.4 | 0.0 | 5.6 | 6.9 | COC(=O)[C@]1(C)N[C@H](CN(C)S(=O)(=O)c2ccc(F)cc2)[C@@H]2C(=O)N(Cc3ccccc3)C(=O)[C@@H]21
i | 1.3 | -0.7 | -0.3 | 5.1 | -0.7 | 12.7 | 0.3 | 5.6 | 1.0 | Clc1ccc(Cl)c(OCc2cc(-c3ccccc3Cl)on2)c1
i | -0.4 | -0.5 | -1.2 | -7.0 | -1.0 | -0.1 | -2.8 | 0.4 | -1.4 | CCOc1ccc(CC(=O)NCc2cn3c(C)csc3n2)cc1
i | 0.5 | -0.3 | 0.6 | -5.6 | 6.1 | 0.2 | -15.4 | 2.4 | 8.5 | COc1ccc(C2/C=C\CN(C(=O)C3CCCC3)[C@H](Cc3ccccc3)C(=O)N2Cc2ccc(F)cc2)cc1 (some centres undefined)
i | 1.5 | -1.4 | -9.3 | 3.2 | 0.3 | 2.0 | 19.8 | -5.3 | -2.9 | CCOc1nc(OCC)nc(N2CCC(C)CC2)n1
i | -4.1 | -0.6 | -4.0 | 0.1 | 0.2 | 2.9 | 42.4* | 2.7 | 10.1 | Cn1ncc(C#N)c1/N=C/N1CCCC1
i | 3.0 | 0.1 | -17.0 | -11.4 | 2.7 | -3.3 | 15.0 | 19.7 | -1.7 | O=C(CSc1nc2ccccc2c(=O)n1-c1ccc(F)c(Cl)c1)Nc1cccc(S(=O)(=O)N2CCOCC2)c1
i | 37.7 | 0.5 | -12.2 | -8.7 | -0.6 | -1.8 | 5.3 | -3.8 | 1.0 | Cc1ccc(S(=O)(=O)N2CC=C(C(=O)NCc3ccccc3)CC2)cc1
i | -0.8 | -0.5 | 37.8 | -1.7 | -1.2 | 8.8 | 1.0 | -0.4 | 10.8 | Cc1cc(C)cc(C(=O)OCC(=O)Nc2ncccn2)c1
i | -2.2 | -0.3 | -4.0 | 0.0 | -1.3 | -0.9 | 7.7 | -0.4 | -26.4 | Cn1cnnc1Sc1ccc(C(=O)OCC(=O)Nc2ccccc2)cc1[N+](=O)[O-]

Screening data: PubChem, several laboratories

The order is random. Share with any hit: about 4.6%.
